# Source: PubChem BioAssay (National Center for Advancing Translational Sciences (NCATS))
# KCNH2 3.1 block: qHTS for Inhibitors of KCHN2 3.1: Mutant qHTS | U2OS KCNH2 3.1, thallium flux FluxOr; active compounds read low | activity change, % (tested at about 1.8 µM) | actives 0.95% (n = 340,000);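 active = maximum activity change below -70%; inconclusive = maximum activity change from -70% to -50%; inactive = maximum activity change above -50%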;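 also: thallium influx rate constant from kinetic fluorescence after stimulation buffer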
#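 Thallium flux via FluxOr fluorescence (Red40 quencher, 45 min loading) in U2OS cells virally expressing the KCNH2 3.1 isoform (1.77 x 10^8 /mL virus, overnight at 37 C). Rate constants from 2-min kinetic reads post-stimulation, normalised to positive and negative controls.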
# Chronic BCR inh: qHTS Assay to Find Inhibitors of Chronic Active B-Cell Receptor Signaling. AID 493014, 2011. actives 0.05% (n = 340,000). ABC-DLBCL IkBa-CBG/CBR reporter, luminescence ratio, 4 h. Potency, µM (highest dose often 46.1 µM), for inactives: top-dose ratio change, negative = lower green/red ratio, most hits filed as inhibitors; active = well fitted inhibition curve with a large enough effect in the signal ratio, with a control signal flat, not every such curve was filed as active; inconclusive = small, poorly fitted or top-dose-only effect, or effect the other way, or a change in a side signal; the % refers to the signal ratio;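 also: potency is read from the fitted curve at half-maximal effect; plate controls were basal doxycycline-induced cells for no effect and cells given 10 µM MG132 for full effect; MG132 reads +100%, hits lower the ratio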
#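 TMD8 human ABC-DLBCL cells with doxycycline-inducible IκBα–green luciferase fusion and unfused red luciferase, in 0.5% FBS medium; compounds up to 46 uM, 4 h at 37C. Green/red luminescence ratio, filter-overlap corrected, fitted to concentration-response curves.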
# uPA surface inh: qHTS for Inhibitors of Cell Surface uPA Generation. cell surface uPA generation assay, qHTS. Potency, µM (doses to about 38.3 µM), inactives show top-dose activity change, negative = inhibition, most hits filed as inhibitors. actives 0.31% (n = 330,000). AID 540303, 2011; active = well fitted inhibition curve with a large enough effect; inconclusive = small, poorly fitted or top-dose-only effect; inactive = no such curve, though single readings can be large or run the other way; tested in mouse RAW 264.7 cells; also: potency is read from the fitted curve at half-maximal effect; nearly all actives have a fitted effect of over 55% in size
# Eya2 phos inh: qHTS Assay for Inhibitors of the Phosphatase Activity of Eya2; Potency, µM (highest dose often 76.9 µM), for the others: top-dose activity, negative = inhibition, actives largely listed as inhibitors; recombinant Eya2, OMFP fluorescence dephosphorylation (OMFP is methylfluorescein phosphate); actives 0.006% (n = 330,000); Protein phosphatase EYA2 (Homo sapiens), O00167; AID 488837, 2010; also: potency is read from the fitted curve at half-maximal effect
#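 Eya2 protein (added as 0.2 uM solution) was preincubated with compound for 10 min at ambient temperature in 50 mM HEPES pH 7.5, 50 mM NaCl, 5 uM MgCl2, 0.05% BSA, 1 mM DTT. OMFP (added at 50 uM) then reacted 10 min; fluorescence read at 485/525 nm.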
# Coupling enz: qHTS Assay for Inhibitors of Fructose-1,6-bisphosphate Aldolase from Giardia Lamblia: Coupling assay counterscreen. actives 0.67% (n = 290,000). activity change, negative = inhibition, % at 58.2 µM, hits read low. coupling enzyme system counterscreen, AmpLite Red fluorescence; in the data active = activity change below about -30%
#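 First, compound is pin-transferred into glyceraldehyde-3-phosphate coupling-enzyme reagent at 57.5 uM final and held 10 min at RT. Next, substrate, coupling system and AmpLite Red are added. After 20 min RT, fluorescence (525/598 nm) is read.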
# PKM2 act: qHTS Assay for Activators of Human Muscle isoform 2 Pyruvate Kinase | Pyruvate kinase PKM (Homo sapiens), P14618 | purified PKM2, Kinase-Glo ATP luminescence, activation; response scale: 0% is enzyme alone, no compound | Potency, µM (highest dose often 57.5 µM), without a hit: top-dose activation, hits mostly activators | actives 0.34% (n = 260,000) | AID 1631, 2009; also: potency is read from the fitted curve at half-maximal effect; nearly all actives have a fitted effect of over 55% in size
# Target sequence (P14618 whole entry, looked up, canonical isoform): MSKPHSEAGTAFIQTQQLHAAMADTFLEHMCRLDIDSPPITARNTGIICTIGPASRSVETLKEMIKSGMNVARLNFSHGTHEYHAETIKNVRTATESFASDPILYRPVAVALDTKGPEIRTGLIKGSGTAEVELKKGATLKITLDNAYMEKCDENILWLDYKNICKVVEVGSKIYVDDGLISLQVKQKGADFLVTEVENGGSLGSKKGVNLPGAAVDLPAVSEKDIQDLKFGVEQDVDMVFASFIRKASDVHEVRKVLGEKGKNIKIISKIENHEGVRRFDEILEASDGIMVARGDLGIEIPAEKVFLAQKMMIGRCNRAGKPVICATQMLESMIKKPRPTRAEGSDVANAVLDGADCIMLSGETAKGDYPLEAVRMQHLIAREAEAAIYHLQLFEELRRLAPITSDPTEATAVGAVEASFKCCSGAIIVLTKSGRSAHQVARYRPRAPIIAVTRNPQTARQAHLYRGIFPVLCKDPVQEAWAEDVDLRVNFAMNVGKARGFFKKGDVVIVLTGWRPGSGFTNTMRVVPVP
#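 Purified hPK-M2 (>95% pure) converted ADP (0.1 mM final) to ATP with 0.5 mM PEP in 50 mM imidazole pH7.2, KCl, MgCl2, Tween 20, BSA; 1 h at room temperature. ATP detected by Kinase-Glo luminescence.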
# KCNH2 WT inh: qHTS for Inhibitors of KCHN2 3.1: Wildtype qHTS | U2OS, BacMam KCNH2, thallium flux FluxOr; active compounds read low | activity change, % at 1.84 µM | actives 0.37% (n = 340,000);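 active = maximum activity change below -70%; inconclusive = maximum activity change between -70% and -50%; inactive = maximum activity change above -50%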
#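 U2OS cells transduced with wild-type KCNH2 virus are loaded with FluxOr dye for 45 min, and thallium flux is measured in kinetic reads before and after stimulation buffer. Rate constants are normalized to DMSO controls.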
# Giardia killer: Small Molecules that selectively kill Giardia lamblia: qHTS; Giardia lamblia trophozoite viability; activity change, % at 7.66 µM, hits read low; actives 0.15% (n = 340,000); in the data active = activity change below about -80%; inconclusive = between about -30% and that limit;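 also: parasites exposed to compound for two days anaerobically before the ATP read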
#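 Trophozoites 100 cells/well + cpd; 48 hrs, 37 deg C, anaerobic. ATPLite 1-Step added, 15-30 min RT, luminescence read (ATP-based viability).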
# B2AR arrestin: qHTS assay of beta-arrestin-biased ligands of beta2-adrenergic receptor. Beta-2 adrenergic receptor (Homo sapiens), P07550. beta-arrestin recruitment to beta2AR, cell-based reporter. Potency, µM (top dose mostly 46.1 µM), for inactives: at the highest dose activation, actives largely listed as activators. actives 0.02% (n = 330,000);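 also: potency is read from the fitted curve at half-maximal effect; 0% = DMSO controls and full agonism = EC100 isoproterenol or metaproterenol; nearly all actives have a fitted effect of over 65% in size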
# Target sequence (P07550 whole entry, looked up): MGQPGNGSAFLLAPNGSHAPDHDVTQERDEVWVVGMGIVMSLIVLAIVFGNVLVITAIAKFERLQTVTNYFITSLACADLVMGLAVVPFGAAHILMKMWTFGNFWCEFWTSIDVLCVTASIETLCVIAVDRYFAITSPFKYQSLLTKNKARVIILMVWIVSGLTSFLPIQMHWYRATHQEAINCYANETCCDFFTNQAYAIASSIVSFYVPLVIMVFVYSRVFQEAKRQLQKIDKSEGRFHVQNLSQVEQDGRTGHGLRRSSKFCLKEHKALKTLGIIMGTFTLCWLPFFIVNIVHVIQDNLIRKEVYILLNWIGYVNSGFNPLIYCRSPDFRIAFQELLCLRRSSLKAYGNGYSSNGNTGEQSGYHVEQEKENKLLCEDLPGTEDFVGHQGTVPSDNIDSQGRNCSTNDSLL
# USP2a inh: qHTS Assay for Inhibitors of Ubiquitin-specific Protease USP2a Using CHOP2 as the Reporter; AID 463254, 2010; actives 0.01% (n = 330,000); Ubiquitin carboxyl-terminal hydrolase 2 (Homo sapiens), O75604; Potency, µM (doses to about 38.3 µM), for the others: at the top dose activity change, negative = inhibition, hits mostly inhibitors; USP2 core, Ub-CHOP2 coupled fluorogenic reporter, 485/531;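 also: potency is read from the fitted curve at half-maximal effect; plate controls were DMSO wells for no effect and full inhibition by NEM control for full effect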
#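 USP2 core (10nM final) preincubated 30min RT with compound in 20mM Tris-HCl pH 8.0, 2mM CaCl2, 2mM beta-mercaptoethanol, 0.05% CHAPS; 25nM Ub-CHOP2 plus 25nM reporter substrate added, fluorescence (Ex485/Em531) read after 60min.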
# GALK inhibitor: qHTS Assay for Inhibitors of Human Galactokinase (GALK). Purified GALK, Kinase-Glo residual ATP luminescence. Potency, µM (highest dose often 57.5 µM), for the others: top-dose activity change, negative = inhibition, hits mostly inhibitors. actives 0.007% (n = 270,000). AID 1868, 2009; also: potency is read from the fitted curve at half-maximal effect
#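 Kinase-Glo Plus luminescence measured ATP left after a 1 h room-temperature reaction. The reaction used 5 nM GALK, 100 uM galactose and 35 uM ATP at pH 8.0 (20 mM HEPES, 5 mM MgCl2, 60 mM NaCl, 1 mM DTT, 0.01% BSA).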
# An asterisk follows results filed as active; i = inactive; ? = inconclusive; / = not tested or not shown. Unless noted, calls follow the shape of the dose curve; as a rule, active = well fitted curve in the direction sought with a large enough effect; inconclusive = small, poorly fitted or top-dose-only effect, or another doubt; inactive = no such curve, though single readings can be large; an effect the other way counts as inactive or inconclusive. Unless noted, % is scaled to controls: 0 for no effect and ±100 for the full control effect.
# Values run as follows: KCNH2 3.1 block, Chronic BCR inh, uPA surface inh, Eya2 phos inh, Coupling enz, PKM2 act, KCNH2 WT inh, Giardia killer, B2AR arrestin, USP2a inh, GALK inhibitor
- C=CCn1c(=O)c2ccccc2n2c(SCC(=O)N(C)C)nnc12
  -6, 0%, 2%, ?, 2, /, -3, 8, -0.1%, 4%, -1%
- Cc1ccc(S(=O)(=O)Nc2cccc(C(=O)N3CCN(c4ccccc4O)CC3)c2)cc1F
  -8, 8%, 3%, -26%, /, /, 8, 15, -0.1%, 3%, /
- O=C(Nc1ccc2c(c1)OCCO2)c1ccoc1
  4, 2%, -3%, 0%, -1, -14%, 12, 11, -0.7%, -2%, 5%
- CCN(CC)c1ccc2c(C)c(-c3ccc(N)cc3)c(=O)oc2c1
  -1, -15%, -1%, -25%, 0, 2%, 13, -5, 0.1%, 5%, 0%
- CCOc1cc(CNCCO)cc(Br)c1OCc1ccc(Cl)cc1
  1, ?, 2%, -16%, -2, 0%, -13, 5, -0.9%, 3%, 0%
- CC1CCCC(C)N1C(=O)CSc1nccc(=O)[nH]1 (stereo unspecified)
  0, 2%, 15%, 1%, 2, 6%, 11, -7, -0.8%, 0%, -6%
- COC(=O)Nc1ccc(S(=O)(=O)N2CCCCC2C(=O)O)cc1 (stereo unspecified)
  -4, 1%, -1%, -13%, 6, -22%, -3, 24, -0.1%, 1%, 12%
- Cc1ccc(Oc2cc(NC(=O)CCCn3nc([N+](=O)[O-])cc3C)cc([N+](=O)[O-])c2)cc1
  -4, -4%, 13%, 1%, -1, 11%, -3, -5, -0.3%, 0%, 0%
- COC(=O)c1ccc(/C=N/OCC(=O)NC2CCCC(C)C2C)cc1 (stereo unspecified)
  -5, -3%, 1%, 19%, 1, 9%, 8, 6, 0.3%, 0%, 1%
- COCCNC(=O)C1CC(c2ccccc2[N+](=O)[O-])=NO1 (stereo unspecified)
  40, -6%, 11%, 4%, 2, 1%, 2, -1, -0.3%, 3%, /
- O=C(CN1C(=O)C2CCCCC2C1=O)N1CCN(c2ccccc2)CC1 (stereo unspecified)
  1, 9%, 6%, 2%, 1, -2%, -2, -21, 0.1%, -2%, -2%
- C(=N\Nc1ccc(-n2ccnc2)nn1)/c1ccccc1
  3, 4%, -2%, -8%, -4, -19%, 1, -2, 0.1%, 3%, -2%
- COc1ccc(C(=O)Nc2ccccc2C(=O)Nc2cccnc2)cc1
  6, -27%, -11%, 9%, -1, -31%, -1, -28, -0.7%, 0%, -4%
- Nc1cc(=O)nc(SCC(=O)Nc2ccccc2Cl)n1-c1ccccc1
  3, 1%, 3%, -17%, 0, /, -3, -6, 0.3%, 1%, 1%
- CC(=O)c1cccc(NC(=O)NCc2ccccn2)c1
  1, ?, /, 1%, -1, -6%, 13, ?, -1.3%, -1%, 0%
- CCOC(=O)/C=C1\SCC(=O)N1CC(=O)Nc1ccccc1OC(F)F
  -13, 0%, 0%, 5%, 6, 15%, -1, 9, 0.1%, -2%, 4%
- CCOc1ccc(NC(=S)Nc2ccccc2C2CC2)cc1
  /, -6%, 0%, 2%, -4, 7%, 3, 4, -0.7%, 0%, -4%
- CCOc1cc(/C=C2/N=C(c3ccc4c(c3)OCO4)OC2=O)ccc1OC(C)=O
  7, -1%, 0%, 1%, /, /, 9, 13, -0.1%, -1%, /
- Cc1ccc(-n2nc(-c3ccc(N)cc3)cc2N)cc1
  -22, 1%, -4%, 0%, 2, -3%, 5, 10, -0.6%, -1%, -1%
- O=C(Nc1ccccc1C(=O)N1CCOCC1)c1ccc([N+](=O)[O-])cc1
  -5, 1%, 9%, -1%, 0, 10%, 1, 3, 0.1%, 15%, 1%
- O=C(Cn1nc(C(F)(F)F)c2c1CCCC2)N1CCOCC1
  10, 2%, 3%, -6%, 0, -7%, 4, 13, -0.2%, 3%, 6%
- C=CC[C@H]1CC(C)=C[C@H](CC=C)N1
  -7, ?, 1%, -11%, -4, 1%, i, -2, 0.3%, 4%, 1%
- COc1ccc2[nH]c3c(c2c1)CCN1C(=O)C(CC(=O)NCCCn2ccnc2)C[C@H](C(=O)N2CCOCC2)[C@@]31C (stereo partly specified)
  11, 6%, 12%, 8%, /, /, 4, 7, -1.1%, 0%, /
- Cc1nn(CC(=O)NCCCN2CCN(Cc3ccccc3)CC2)c(=O)c2cc(-c3ccccc3)nn12
  -49, 2%, -7%, 3%, /, /, 31, 9, -0.4%, 5%, -5%
- CCC(CC)COC(=O)C1=C(C)NC(=O)NC1c1ccc(OC)cc1 (stereo unspecified)
  -4, 3%, 4%, 7%, 1, 1%, -3, 9, -4.0%, -1%, -4%
- C=CCN(C(=O)c1csnn1)C(C(=O)NC1CCCC1)c1ccc(OC)cc1 (stereo unspecified)
  7, 5%, 2%, -1%, 0, /, -20, -5, -0.3%, 0%, 0%
- Cc1ccc(C(=O)N/N=C/C2=Cc3ccccc3OC2C)cc1 (stereo unspecified)
  -10, 17%, -19%, -2%, -3, -3%, 2, 4, -0.2%, 0%, 0%
- OCC1(CC2CCCCO2)CCN(Cc2cccc(O)c2)CC1 (stereo unspecified)
  0, ?, -5%, 6%, 1, 0%, -1, -4, -0.3%, 3%, -3%
- COc1ccc(/C(C)=N/NC(=O)C(NC(=O)c2ccccc2)c2n[nH]c(=O)c3ccccc23)c(OC)c1 (stereo unspecified)
  7, ?, -2%, 6%, -1, -3%, 1, 21, -0.4%, 1%, 1%
- Cc1ccc(C(=O)N2CCOCC2)cc1S(=O)(=O)N1CCCC1
  4, 2%, 1%, 2%, /, -7%, -14, -12, -0.3%, -2%, -2%

# Quoted from the listing.
# `COc1ccc(/C(C)=N/NC(=O)C(NC(=O)c2ccccc2)c2n[nH]c(=O)c3ccccc23)c(OC)c1` (stereo unspecified) @ Giardia killer: 21
# `Cc1ccc(C(=O)N2CCOCC2)cc1S(=O)(=O)N1CCCC1` @ PKM2 act: -7%
# `Cc1ccc(C(=O)N/N=C/C2=Cc3ccccc3OC2C)cc1` (stereo unspecified) @ KCNH2 WT inh: 2
# `C=CC[C@H]1CC(C)=C[C@H](CC=C)N1` @ KCNH2 3.1 block: -7

# Carrying on.
# Values run as follows: KCNH2 3.1 block, Chronic BCR inh, uPA surface inh, Eya2 phos inh, Coupling enz, PKM2 act, KCNH2 WT inh, Giardia killer, B2AR arrestin, USP2a inh, GALK inhibitor
- COc1ccc(Sc2ccc(/C=C3\C(=O)NN(c4ccccc4)C3=O)o2)cc1
  -3, 8%, 0%, -6%, 4, 11%, 0, 12, -1.1%, -3%, -5%
- COc1ccc(NC(=S)N(CCN2CCOCC2)Cc2cc3cc4c(cc3[nH]c2=O)OCCO4)cc1
  -3, ?, -6%, -8%, 0, 2%, -1, 1, -0.9%, 1%, -1%
- CCCCNC(=O)CSc1nc2ccc(N3CCOCC3)cc2c(=O)n1CCc1ccccc1
  4, ?, 7%, -7%, -37*, 3%, -3, 1, 0.0%, 2%, -3%
- Cc1ccc(Br)cc1S(=O)(=O)N1CCN(c2ccccc2)CC1
  -13, -1%, -1%, -3%, 6, -22%, -1, 1, -0.1%, -7%, 3%
- O=C(NCCc1ccccc1)c1cccnc1N1CCCCCC1
  5, -7%, -4%, -5%, 4, 6%, -3, 22, -3.1%, 7%, 3%
- Cn1c(C(=O)N2CCCC2)cc2c(=O)n(C)c3ccccc3c21
  -27, -11%, 11%, -16%, 5, -21%, 0, 5, 0.2%, -2%, 2%

# Sorted by molecular weight (high to low): part of the list above.
# Values run as follows: KCNH2 3.1 block, Chronic BCR inh, uPA surface inh, Eya2 phos inh, Coupling enz, PKM2 act, KCNH2 WT inh, Giardia killer, B2AR arrestin, USP2a inh, GALK inhibitor
- Cc1ccc(Br)cc1S(=O)(=O)N1CCN(c2ccccc2)CC1
  -13, -1%, -1%, -3%, 6, -22%, -1, 1, -0.1%, -7%, 3%
- COc1ccc(Sc2ccc(/C=C3\C(=O)NN(c4ccccc4)C3=O)o2)cc1
  -3, 8%, 0%, -6%, 4, 11%, 0, 12, -1.1%, -3%, -5%
- O=C(NCCc1ccccc1)c1cccnc1N1CCCCCC1
  5, -7%, -4%, -5%, 4, 6%, -3, 22, -3.1%, 7%, 3%
